Assay outcomes (PubChem)
ALOX12 inhib = blocks human 12-lipoxygenase activity; purified 12-hLO, xylenol orange hydroperoxide absorbance; AID 1452; P18054; Potency, µM (titrated, usually from 57.1 µM), for the others: at the top dose activity change, negative = inhibition, actives largely listed as inhibitors; actives 0.12% (n = 150,000); further: potency means the concentration at half of the fitted maximal effect; nearly all actives have a fitted effect of over 55% in size; many of its hits are not listed in these tables
Target sequence (P18054 whole entry, looked up): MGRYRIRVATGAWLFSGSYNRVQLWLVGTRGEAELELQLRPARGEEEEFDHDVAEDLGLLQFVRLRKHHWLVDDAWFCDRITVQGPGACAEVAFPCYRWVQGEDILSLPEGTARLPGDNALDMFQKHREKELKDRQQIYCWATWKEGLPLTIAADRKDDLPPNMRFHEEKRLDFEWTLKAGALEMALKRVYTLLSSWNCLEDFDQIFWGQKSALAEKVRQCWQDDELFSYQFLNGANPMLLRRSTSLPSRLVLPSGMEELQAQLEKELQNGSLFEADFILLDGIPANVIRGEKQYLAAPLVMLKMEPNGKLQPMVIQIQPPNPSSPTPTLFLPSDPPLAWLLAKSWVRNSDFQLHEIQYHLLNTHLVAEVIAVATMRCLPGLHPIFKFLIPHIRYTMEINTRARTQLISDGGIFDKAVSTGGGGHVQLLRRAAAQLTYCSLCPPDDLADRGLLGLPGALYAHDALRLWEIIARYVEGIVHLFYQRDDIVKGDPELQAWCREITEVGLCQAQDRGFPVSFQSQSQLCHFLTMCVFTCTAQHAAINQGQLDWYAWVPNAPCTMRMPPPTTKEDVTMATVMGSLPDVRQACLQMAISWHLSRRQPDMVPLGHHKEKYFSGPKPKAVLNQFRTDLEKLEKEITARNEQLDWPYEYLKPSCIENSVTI
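Hydroperoxide output read as Fe(III)-xylenol orange absorbance, 573-to-405 nm ratio, after 30 min reaction with 40 uM arachidonic acid. Enzyme: 150 nM purified human 12hLO, 15 min compound preincubation; 25 mM Hepes pH 7.0, room temperature.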
15-hLO-2 inh = inhibitors of human 15-lipoxygenase 2 (ALOX15B). O15296. Potency, µM (highest dose often 57.1 µM), without a hit: at the highest dose activity change, negative = inhibition, actives largely listed as inhibitors. AID 881. actives 0.56% (n = 110,000). purified 15hLO-2, xylenol orange hydroperoxide absorbance; further: potency means the concentration at half of the fitted maximal effect; nearly all actives have a fitted effect of over 60% in size; many of its hits are not listed in these tables
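Enzyme 50 nM, AA 45 uM, 25 mM Hepes pH 7.5 + 0.01% Triton X-100; cpd preinc 15 min RT, rxn 90 min RT; stop/detect with 200 uM XO + 300 uM Fe(II) in 50 mM H2SO4, 30 min; A573/A405.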
PNC assembly inh = inhibitors of perinucleolar compartment assembly; PC3M PTB-GFP, PNC prevalence imaging, 16 h; stronger effect = lower value; activity change (PNC), negative = inhibition, % at 10 µM; actives 3.1% (n = 140,000); AID 2417;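 active means readout at or below -70, meaning at least 70% loss of cells showing the perinucleolar compartment, a nuclear body marking cancer cells; inconclusive means readout between -30 and a set limit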;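 further: plate controls were DMSO wells for no effect and camptothecin positive control wells for full effect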
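Read-out is percentage of cells bearing a perinucleolar compartment, from automated 20x imaging of fixed, Hoechst-stained PC3M PTB-GFP cells. Cells were seeded 4 h, then exposed 16 h to compound (23 nl of library stock) in duplicate plates.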
IMPase inh = cell-permeable inhibitors of inositol monophosphatase (IMPase); P97697; CHO-M1 cells, IP1 accumulation, HTRF TR-FRET ratio; 120,000 tested, under 10 active; AID 901; inhibition (IP1 accumulation), % at 46.1 µM; active means well fitted curve in the direction sought with a large enough effect in the signal ratio, not every such curve was filed as active; inconclusive means small, poorly fitted or top-dose-only effect, or a change in a side signal; inactive means no such curve, though single readings can be large or run the other way; the % refers to the signal ratio;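 further: cells stimulated with carbachol in lithium chloride buffer; plate controls were DMSO basal wells for no effect and reference inhibitor wells for full effect; higher means more IMPase inhibition seen as more IP1 and lower FRET ratio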
Target sequence (P97697 whole entry, looked up): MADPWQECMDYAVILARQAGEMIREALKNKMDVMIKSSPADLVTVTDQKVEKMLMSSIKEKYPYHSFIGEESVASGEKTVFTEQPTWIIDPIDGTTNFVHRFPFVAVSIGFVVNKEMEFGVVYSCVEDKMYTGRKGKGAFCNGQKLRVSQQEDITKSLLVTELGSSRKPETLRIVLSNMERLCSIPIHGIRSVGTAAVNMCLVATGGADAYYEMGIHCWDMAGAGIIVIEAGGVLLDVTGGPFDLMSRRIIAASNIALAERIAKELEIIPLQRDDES
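Seeded CHO-M1 cells were dosed with compound at up to 46 uM, stimulated with carbachol for 30 min, then lysed in IP-One detection reagents. Higher IP1 lowers the TR-FRET signal.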
* = called active by the depositor; ? = inconclusive; / = no result given; [ ] = dose if it differs, or a comment. Unless noted, the call rests on the fitted dose curve; in most records, active means well fitted curve in the direction sought with a large enough effect; inconclusive means small, poorly fitted or top-dose-only effect, or another doubt; inactive means no such curve, though single readings can be large; an effect the other way counts as inactive or inconclusive. Unless noted, on the % scale 0 is the no-effect control and ±100 the full control effect.

SMILES	ALOX12 inhib	15-hLO-2 inh	PNC assembly inh	IMPase inh
CCCCCc1c(C)nc(SCC(=O)O)[nH]c1=O	9%	4%	?	-7
COc1ccc2c(c1OC)C(=O)OC2Nc1nc(-c2cc3cc([N+](=O)[O-])ccc3oc2=O)cs1 (stereo unspecified)	-3%	/	24	8
Cc1ccc(/C=N/N=C/c2ccc(C)s2)s1	4%	/	?	/
Cc1ccc([N+](=O)[O-])cc1S(=O)(=O)NCCc1c(C)[nH]c2ccccc12	-5%	/	-28	/
O=C(CSc1nc(-c2cccs2)cc(C(F)(F)F)n1)NCc1ccccc1	1%	-8%	30	2
N#CNC1=NCN(Cc2ccccc2)CN1	5%	-4%	9	1
CCOC(=O)Cc1csc(NC(=O)CCNS(=O)(=O)c2ccc3c(c2)CCC(=O)N3)n1	-2%	-6%	?	1
CCOC(=O)c1oc2cc(O)cc(C)c2c(=O)c1-c1cscn1	-1%	-7%	30	-14
COc1ccc(N2CCN(S(=O)(=O)c3ccc(-n4cnnn4)c(C)c3)CC2)cc1	-2%	/	8	/
CCCCOC(=O)c1[nH]c2c(c1C)C(=O)CC(c1cc(OC)c(OC)c(OC)c1)C2 (stereo unspecified)	-4%	-5%	-7	2
CC(OC(=O)C1CCN(S(=O)(=O)c2ccccc2)CC1)C(=O)Nc1ncc(Cl)cc1Cl (stereo unspecified)	1%	-2%	13	0
CCCC(=O)N(C)c1nnc(-c2ccc(OC)cc2)s1	-1%	-3%	-8	-4
O=C(O)c1ccccc1C(c1ccc(O)cc1)c1ccc(O)cc1	1%	-13%	/	/
COc1ccc(-c2nnc(SCC(=O)NCCc3ccccc3)o2)cc1	0%	/	8	4
O=C(Nc1ccc(S(=O)(=O)N2CCCCC2)cc1)c1ccccc1Cl	2%	-2%	30	5
CCOC(=O)N1CCN(C(=O)CCNS(=O)(=O)c2cc(Br)cnc2N)CC1	0%	-5%	?	3
COc1cccc(C(=O)N2N=C(c3cccc(OC)c3)CC2(O)C(F)(F)F)c1 (stereo unspecified)	-2%	-9%	37	-7
CCCNc1nc2c(c(=O)n(C)c(=O)n2C)n1Cc1ccc(F)cc1	-1%	-4%	16	19
COCCOC(=O)C1=C(C)Nc2cc(=O)[nH]c(=O)n2C1c1cccc([N+](=O)[O-])c1 (stereo unspecified)	-5%	/	-109*	/
Cc1noc2ncnc(Oc3ccc4ccccc4c3)c12	0%	-6%	19	-3
COC(=O)[C@@H]1C[C@@H]2CC[C@@H](O)C[C@@H]2N1Cc1ccc(C)s1	-2%	-9%	/	/
S=c1nccc(-c2cc(Cl)sc2Cl)[nH]1	-7%	-28%	7	-2
CCC(Cc1ccccc1)NC(=O)CN(C)S(=O)(=O)c1ccc2c(c1)c(=O)n(C)c(=O)n2C (stereo unspecified)	1%	0%	0	-2
O=[N+]([O-])c1ccc(N2CCCC2)cc1N1CCCC1	-9%	/	-27	14
COc1ccccc1-c1cc(NCc2cccnc2)ncn1	-1%	8%	/	/
Cc1cc(C)nc(N2CCC(C(=O)Nc3ccc(Oc4ccccc4)cc3)CC2)n1	-4%	9%[11.4 µM]	3	11[1.84 µM]
CCCCOc1ccccc1NC(=O)c1ccc(=O)[nH]c1	0%	-1%	?	-9
Cc1c(C(=O)NCc2ccc3c(c2)OCO3)oc2ccc(S(=O)(=O)N3CCCC3)cc12	-14%	-12%	?	13
COC(=O)c1ccc(OCC(O)CN(CCO)CCO)cc1 (stereo unspecified)	-6%	2%	21	?
Cc1nc2c(c(C)nn2-c2ccccc2)c(C)c1Cl	-2%	/	?	8
COc1ccc(Oc2ncnc3c2oc2ccc(Br)cc23)cc1	-6%	-9%	10	1
O=S(=O)(c1ccc(F)cc1)N1CCC(N2CCCC2)CC1	-6%	-10%	-13	7
Cc1c(-c2ccccc2)[nH]n2c(=O)c3c(nc12)CCCC3	4%	/	3	/
COc1ccc(CNC(=O)CNS(=O)(=O)c2ccc(Cl)cc2)cc1	2%	/	?	/
OC[C@H]1O[C@@H]2O[C@H]3[C@H](O)[C@@H](O)[C@@H](O[C@H]4[C@H](O)[C@@H](O)[C@@H](O[C@H]5[C@H](O)[C@@H](O)[C@@H](O[C@H]6[C@H](O)[C@@H](O)[C@@H](O[C@H]7[C@H](O)[C@@H](O)[C@@H](O[C@H]1[C@H](O)[C@H]2O)O[C@@H]7CO)O[C@@H]6CO)O[C@@H]5CO)O[C@@H]4CO)O[C@@H]3CO	0%	8%	/	/
CC(=O)Oc1ccc(C(c2ccc(OC(C)=O)cc2)c2ccccn2)cc1	-7%	13%	-28	6[20.6 µM]
CCOC(=O)C1C(=O)C=C(c2cccc(NS(C)(=O)=O)c2)CC1c1ccco1 (stereo unspecified)	-10%	/	-27	4
C=CCn1c(COc2ccc(CC)cc2)nnc1SCC(=O)N(C)C1CCS(=O)(=O)C1 (stereo unspecified)	4%	-12%	-14	-5
CN1CCN(S(=O)(=O)c2ccc(Sc3nc4ccccc4[nH]3)c3nsnc23)CC1	4%	10%	18	15
Cc1ccc(NC(=O)CS(=O)CC(=O)Nc2ccc3c(c2)OCO3)cc1Cl (stereo unspecified)	-6%	?	-5	-4
CCc1ccccc1N/C(=N\S(=O)(=O)c1ccccc1)C(F)(F)F	3%	/	1	/
Cn1cccc1Cc1nnc(SCC(N)=O)n1-c1ccc(F)cc1	2%	/	27	1
CC1CCN(S(=O)(=O)c2ccc(NC(=O)Cn3nnc(-c4ccccc4)n3)cc2)CC1	-5%	-22%	-100*	3
CC(C)NC(=O)C1CCCN(S(=O)(=O)c2cccs2)C1 (stereo unspecified)	2%	1%	81	1
Cc1ccsc1-c1nc(CSCC(=O)NCCN2CCCC2)c(C)o1	2%	14%	?	8
COc1ccc(N2CCN(C(c3ccccc3OC)c3nnnn3Cc3ccco3)CC2)cc1 (stereo unspecified)	-6%	-11%	-29	2
O=C1CC(N2CCN(c3ccc(O)cc3)CC2)C(=O)N1Cc1cccs1 (stereo unspecified)	-3%	?	-26	-5
Cc1cccc(N2CCN(S(=O)(=O)c3cccc4nonc34)CC2)c1C	0%	/	0	6
CCOC(=O)c1cnn(CCOC(=O)c2ccc(F)cc2)c1NC(=O)c1ccc(F)cc1	-5%	/	89	/
COC(=O)CNC(=O)C1CCCN1C(=O)CNC(=O)OC(C)(C)C (stereo unspecified)	2%	0%	-18	-4
COc1cc(NC(=O)c2ccco2)c(C(=O)OCC(=O)Nc2ncc(Cl)cc2Cl)cc1OC	0%	-2%	?	-10
COc1ccc(CC(=O)Nc2ccc(C(=O)Nc3ccccc3C(=O)O)cc2)cc1OC	-2%	/	?	-8
CCn1cc(Br)c(C(=O)Nc2ccc(Cl)cc2Cl)n1	-5%	10%	-113*	4
CC(=O)OC/C=C(\C)CCC=C(C)C	-1%	5%	/	/
COc1ccc(-n2c(C)cc(/C=C3\C(=O)NN(c4ccccc4)C3=O)c2C)cc1	-5%	/	-5	?
CC(=O)c1c(C)[nH]c(C(=O)Nc2ccc(C)c(C)c2)c1C	9%	-3%	18	4
N#Cc1ccccc1NC(=O)COC(=O)CCc1ccc(S(=O)(=O)N2CCCCC2)cc1	-2%	/	-17	5
CCN(CC)CCCNC(=O)c1[nH]c(C)c(C(=O)NC2CCCCC2)c1C	-2%	9%	?	9
CCOC(=O)c1c(C2COc3ccccc3O2)csc1NC(=O)c1ccccc1 (stereo unspecified)	6%	8%	9	3
CC1CN(C(=O)c2cc3ccccc3oc2=O)CC(C)O1 (stereo unspecified)	-3%	5%	-14	5

Next section.
SMILES	ALOX12 inhib	15-hLO-2 inh	PNC assembly inh	IMPase inh
Cc1nc(NC(=O)COc2ccccc2)sc1C(=O)Nc1ccccc1	-13%	-16%	?	-3
Cc1ccc(N2CC(C(=O)NCc3cccnc3)CC2=O)cc1 (stereo unspecified)	-8%	3%	-25	4
CC(=O)c1c(C)[nH]c(-c2ccccc2)c1C	0%	/	?	/
C/C(=N\N=C(/N)SC1CC(=O)N(c2ccc(Cl)cc2)C1=O)c1cccs1 (stereo unspecified)	-14%	-12%	?	1
COc1ccc(CNC(=O)C2CCCN2S(=O)(=O)c2ccc(C)cc2)cc1 (stereo unspecified)	-3%	3%	-9	?
COc1ccc(CCNS(=O)(=O)c2ccc(C3CNC(=O)C3)cc2)cc1OC (stereo unspecified)	0%	/	-119*	4
ClC(Br)=C(n1cnc2ccccc21)n1cnc2ccccc21	0%	5%	?	5
CN1/C(=N\O)c2cccc3cccc1c23	-5%	?	-21	?
O=C(CSc1nnc(NC(=O)C2CCC2)s1)NC1CC1	3%	3%[2.29 µM]	?	10
CCNC(=S)Nc1cc(OCC)c(NC(=O)c2cccs2)cc1OCC	3%	/	-16	4
COc1ccc(-c2nnc(Nc3nc4c(OC)cccc4s3)o2)c(OC)c1	-5%	/	40	-15
CCC1Oc2ccccc2N(CC(=O)NCCCN2CCCCC2C)C1=O (stereo unspecified)	4%	4%	10	-3
O=C(O)CCC(=O)Nc1ccc(C(=O)N2CCCCC2)cc1	-1%	5%	-24	-4
Cc1cc(C)c(NC(=O)C(C)Sc2nnc(-c3ccco3)n2-c2ccccc2)c(C)c1 (stereo unspecified)	1%	-22%	78	6
Cn1c(=O)c2c(nc(CN3CCN(Cc4ccccc4)CC3)n2CCN2CCOCC2)n(C)c1=O	-2%	3%	?	-1
Cc1ccc(S(=O)(=O)Oc2cccc(/C=N/n3cnnc3)c2)cc1	1%	/	18	/
COCCCNC(=O)CCc1nc(-c2ccccc2)no1	11%	-5%	-19	-1
O=C(COc1ccccc1)Nn1cnc2ccccc21	-3%	-22%	29	-9
NC(=O)c1ccccc1NC(=O)Nc1cccc(Cl)c1	-1%	0%	-13	?
Cc1sc2ncnc(Sc3ccccc3C(=O)Nc3ccc(Br)cc3)c2c1C	1%	/	-5	-15
N#Cc1c(N)nc(SCc2ccccc2)c(C#N)c1-c1ccco1	-21%	?	?	5
Cc1ccccc1Oc1ccc(-c2nc(N)nc(N)n2)cc1	0%	34%[activator]	?	-6
COc1ccc(NC(=O)C(CCS(C)(=O)=O)NC(C)=O)cc1 (stereo unspecified)	1%	-8%	16	4
COCc1cc(C)nc(N/N=C/c2ccc(Cl)c(Cl)c2)c1C#N	-3%	/	-15	1
O=C(OCC(=O)N1CCN(C(=O)c2ccco2)CC1)c1sc2ccccc2c1Cl	-1%	-4%	19	-22
CC1CCCN(C(=O)c2cc3c(-c4ccc(Cl)cc4)nn(C)c3s2)C1 (stereo unspecified)	1%	/	-13	1
Fc1ccc(C2CC(c3ccco3)=NN2c2ccccc2)cc1 (stereo unspecified)	?	?	?	-16
OC(C#Cc1ccccn1)c1cccs1 (stereo unspecified)	-9%	0%	-8	1
CNC(=O)COc1ncnc2sc(C)c(C)c12	3%	1%	5	5

Only 15-hLO-2 inh, IMPase inh and PNC assembly inh (4 entries from above):
mol	15-hLO-2 inh	IMPase inh	PNC assembly inh
COc1ccc(NC(=O)C(CCS(C)(=O)=O)NC(C)=O)cc1 (stereo unspecified)	-8%	4	16
N#Cc1c(N)nc(SCc2ccccc2)c(C#N)c1-c1ccco1	?	5	?
Cc1ccccc1Oc1ccc(-c2nc(N)nc(N)n2)cc1	34%[activator]	-6	?
CC1CCCN(C(=O)c2cc3c(-c4ccc(Cl)cc4)nn(C)c3s2)C1 (stereo unspecified)	/	1	-13

One compound at a time, as listed above. Screens in order: ALOX12 inhib | 15-hLO-2 inh | PNC assembly inh | IMPase inh
`OC(C#Cc1ccccn1)c1cccs1` (stereo unspecified) is listed with -9% | 0% | -8 | 1
`CC1CCCN(C(=O)c2cc3c(-c4ccc(Cl)cc4)nn(C)c3s2)C1` (stereo unspecified) is listed with 1% | / | -13 | 1

The order is random (roughly 3.1% active in at least one column).
